PMI act: activators of human phosphomannose isomerase; purified human PMI, coupled resazurin fluorescence, 20 min; active compounds read high; 1 = vehicle control, 0 substrate-free wells; activation factor at 20 µM; 190,000 tested, 0.005% active;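 active = activation factor of 2 or more at 20 µM, relative to plate controls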
ROMK primary: modulators of human ROMK potassium channel; P48048; Tet-inducible ROMK, thallium flux fluorescence; actives lie on both sides; B-score at 10 µM; 130,000 tested, 2% active; AID 1918;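 active = signal ratio slope over the read window, or its plate-corrected B-score, at least 3 SD from the plate mean, either direction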;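 also: B-score of the F/F0 ratio slope over 7 to 12 s after thallium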
Target sequence (P48048 whole entry, looked up): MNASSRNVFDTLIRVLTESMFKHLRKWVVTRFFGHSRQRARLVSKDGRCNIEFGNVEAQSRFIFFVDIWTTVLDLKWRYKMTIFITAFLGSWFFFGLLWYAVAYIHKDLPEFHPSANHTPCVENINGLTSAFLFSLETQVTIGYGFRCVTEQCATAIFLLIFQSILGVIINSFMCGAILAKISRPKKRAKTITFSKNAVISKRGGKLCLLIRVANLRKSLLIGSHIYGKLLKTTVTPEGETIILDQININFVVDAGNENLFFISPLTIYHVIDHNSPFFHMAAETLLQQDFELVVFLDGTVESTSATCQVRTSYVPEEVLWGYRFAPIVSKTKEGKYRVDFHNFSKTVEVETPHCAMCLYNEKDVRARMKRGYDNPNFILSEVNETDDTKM
TR-FRET SRC-2 ct: TR-FRET artefact, counter-screen to PPARgamma/SRC-2 agonist assay | 200,000 tested, 0.4% active | active compounds read high | TR-FRET ratio at 8 µM; in the data active = TR-FRET ratio above about 2000; also: inactives centre near 1500; reference of the scale not given here
PPARg SRC3 recr: PPARgamma-driven SRC-3 recruitment agonism; P37231; biochemical PPARgamma/SRC-3 coactivator recruitment assay; activation, % at 8 µM; 200,000 tested, 0.26% active; AID 731; in the data active = activation above about 23%;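 also: 0% = DMSO and 100% = reference agonist; some compounds past the cut are filed as inactive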
PPARg SRC1 recr: agonists of human PPARgamma SRC-1 coactivator recruitment; PPARgamma-SRC-1 coactivator recruitment biochemical assay; activation, % at 8 µM; 200,000 tested, 0.41% active; AID 631; in the data active = activation above about 19%;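 also: 0% = DMSO and 100% = reference agonist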
PMI act satM6P: activators of human phosphomannose isomerase at near-saturating mannose 6-phosphate; P34949; coupled PMI enzyme assay, resazurin fluorescence, 20 min; active compounds read high; 1 = untreated enzyme, 0 = substrate-free blank; activation factor at 20 µM; 190,000 tested, 0.34% active; AID 1216;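 active = activation factor of 2 or more at 20 µM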
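Test system – human PMI in coupled enzyme assay · Timing – 20 min incubation at room temperature · Detection – Diaphorase-driven resazurin-to-resorufin fluorescence, excitation 544, emission 590 nm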
Diaphorase inh: inhibits diaphorase or chemically oxidizes, flagging diaphorase assay artifacts; 190,000 tested, 0.69% active; inhibition, % at 20 µM; AID 1217; diaphorase resazurin-to-resorufin fluorescence, NADH, 16 min; bacterial (C. kluyveri) enzyme, not human;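 active = primary screen inhibition at 20 µM above a set limit, cut at about 50% in these data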;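 also: plate controls were DMSO with full reaction for no effect and wells lacking NADH for full effect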
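Detection: fluorescence of resorufin formed from resazurin, Ex 544/Em 590 nm; test system: Clostridium kluyveri diaphorase enzyme; amount: 0.14 U/mL diaphorase, enzyme working solution; times: 16-min room-temperature incubation before reading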
PPARg SRC2 recr: promotes SRC-2 coactivator recruitment by human PPARgamma; 200,000 tested, 0.34% active; PPARgamma LBD-SRC-2 recruitment, biochemical; activation, % at 8 µM; AID 1032; in the data active = activation above about 22%;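 also: 0% = vehicle and 100% = reference agonist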
G6PDH counter: L. mesenteroides G6PDH inhibition counter-screen. Purified L. mesenteroides G6PDH, diaphorase/resazurin coupled fluorescence, 45 min. inhibition, % at 5 µM. 200,000 tested, 0.12% active. AID 1020; in the data active = inhibition above about 50%
Diaphorase act: diaphorase activation or chemical reduction counter-screen | Diaphorase/resazurin coupled assay, resorufin fluorescence, 16 min; active compounds read high; 1 = vehicle wells, 0 = NADH-free wells | activation factor at 20 µM | 190,000 tested, 0.005% active;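 active = diaphorase activity raised at least twofold by the compound at 20 µM; inactive = activation factor below 2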
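Test system: Clostridium kluyveri diaphorase, purified enzyme; input: enzyme 0.07 U/mL final; buffer or medium: 50 mM HEPES pH 7.4 with 4.542 mM MgCl2, 0.005% Tween 20; also added: 0.114 mM NADH and 0.1 mM resazurin, final amounts; schedule: 16 min enzyme reaction, ambient temperature; technique: fluorescence of resorufin, 544 nm excitation, 590 nm emission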
S1P3 antagonist: antagonists of human S1P3 receptor. Q99500. CHO S1P3 NFAT-BLA reporter, FRET fluorescence, antagonist mode. inhibition, % at 4.98 µM. 170,000 tested, 0.27% active. AID 485;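 active = inhibition above the plate cutoff, the mean inhibition of test wells on that plate plus 3 SD, cut at about 28% in these data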;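 also: cells challenged with S1P at its EC80 of 0.8 µM; blue over green emission ratio from cleaved BLA substrate after 4 h stimulation; 0% = S1P-stimulated wells and 100% = unstimulated DMSO-only wells; some compounds past the cut are filed as inactive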
Target sequence (Q99500 whole entry, looked up): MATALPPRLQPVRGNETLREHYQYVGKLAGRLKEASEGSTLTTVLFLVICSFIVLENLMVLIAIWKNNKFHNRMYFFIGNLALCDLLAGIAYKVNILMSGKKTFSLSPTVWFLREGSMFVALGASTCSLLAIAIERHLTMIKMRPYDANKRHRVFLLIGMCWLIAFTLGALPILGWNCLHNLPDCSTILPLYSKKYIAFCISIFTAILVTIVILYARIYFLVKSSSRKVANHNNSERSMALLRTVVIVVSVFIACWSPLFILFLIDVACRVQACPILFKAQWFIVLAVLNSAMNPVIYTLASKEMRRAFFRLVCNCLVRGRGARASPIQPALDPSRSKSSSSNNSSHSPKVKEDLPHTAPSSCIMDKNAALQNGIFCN
An asterisk follows results filed as active; . = not tested or not shown. Hits appear at their usual frequency, and some 3.3% of all compounds hit somewhere here.

structure	PMI act	ROMK primary	TR-FRET SRC-2 ct	PPARg SRC3 recr	PPARg SRC1 recr	PMI act satM6P	Diaphorase inh	PPARg SRC2 recr	G6PDH counter	Diaphorase act	S1P3 antagonist
O=C(O)c1ccc(OC(F)(F)C(F)C(F)(F)F)cc1 (centres undefined)	1.1	0.19	1692	11	10	1	11	-1	4	0.9	6
COc1ccc(N2CCN(C(c3cc4cc(C)ccc4[nH]c3=O)c3nnnn3Cc3ccccc3)CC2)cc1 (centres undefined)	0.7	-0.62	1484	-3	4	0.8	22	5	12	0.8	.
Cc1cc2cc(CN(C(=O)C3CC3)C3CCCC3)c3nnnn3c2cc1C	0.9	.	1671	-3	4	0.9	39	10	1	0.6	13
O=[N+]([O-])c1ccc(Sc2nnnn2-c2ccccc2)c(Cl)c1	0.9	-1.4	1527	-5	-2	0.9	12	-1	8	0.9	.
N#Cc1c2c(c(N3CCN(c4ccccn4)CC3)n3c1nc1ccccc13)CCC2	1.1	.	1643	2	-3	1	5	9	-7	1	.
c1ccc(-c2cc3c(N4CCN(c5ncccn5)CC4)ncnc3s2)cc1	0.9	0.37	1745	3	9	1	15	3	0	0.8	-7
CCCn1nc(C(=O)Nc2nc3ccccc3[nH]2)c2ccccc2c1=O	0.9	0.025	1616	-1	6	0.9	24	8	-6	0.8	3
O=C(NCCCNCc1ccccc1)c1ccncc1	0.9	1.7	1453	-13	1	0.9	12	5	10	0.9	-2
CCc1nc(Nc2ccncc2)c2oc3ccccc3c2n1	0.9	.	1542	4	7	0.8	12	12	-3	0.9	-25
COCCN(C(=O)Nc1ccccc1)c1ccccc1C	1.1	.	1421	-11	-9	1.1	2	6	3	1	.
COc1ccccc1NC(=S)NCc1ccc(S(N)(=O)=O)cc1	1	0.011	1436	-4	-3	1.1	7	0	-1	0.9	10
Cn1cccc1Cc1nnc(SCC(=O)N2CCCCCC2)n1-c1ccc(F)cc1	1	.	1612	5	-3	1	3	5	14	1	-17
O=S(=O)(NC1CCCCC1Nc1ccccc1)c1ccccc1 (centres undefined)	0.8	-0.14	1447	1	0	1	13	3	-13	0.9	-3
Cc1cccc(N(C)c2cc(C)nc3nc(C)nn23)c1	1	.	1579	2	9	1	7	3	-3	0.9	-13
Cc1cc(C)cc(NC(=O)CSc2nnc(CN3CCOCC3)n2C)c1	1.1	.	1486	2	3	1	-5	-1	11	1.1	.
Cc1ccccc1NC(=O)c1ccc(Cl)c(NC(=O)c2ccncc2)c1	1.1	-1.1	1600	0	2	1	0	-1	0	1	10
CCOC(=O)c1[nH]c2ccc(Br)cc2c1NC(=O)CCN1CCCC(C)C1 (centres undefined)	1.1	-1.5	1529	1	0	1.1	-10	-4	-9	1.1	5
CC(C)CN1CCN(Cc2cccc3nccnc23)CC1CCO (centres undefined)	1	0.0078	1602	6	10	1	-1	-4	10	1	-6
C/C(=N/NC(=O)C(=O)N/N=C(/C)c1ccccc1)c1ccccc1	1	-1.4	1469	7	6	0.9	-3	1	4	1	-19
CCN(CC(=O)NC(C)C)C(=O)C(CCSC)NC(=O)c1cccc(C)c1 (centres undefined)	1	0.28	1448	-6	-4	1	8	-7	4	0.9	.

3 compounds from above with just S1P3 antagonist and PPARg SRC1 recr.
| mol | S1P3 antagonist | PPARg SRC1 recr |
| --- | --- | --- |
| N#Cc1c2c(c(N3CCN(c4ccccn4)CC3)n3c1nc1ccccc13)CCC2 | . | -3 |
| c1ccc(-c2cc3c(N4CCN(c5ncccn5)CC4)ncnc3s2)cc1 | -7 | 9 |
| CCCn1nc(C(=O)Nc2nc3ccccc3[nH]2)c2ccccc2c1=O | 3 | 6 |

Following part:
structure	PMI act	ROMK primary	TR-FRET SRC-2 ct	PPARg SRC3 recr	PPARg SRC1 recr	PMI act satM6P	Diaphorase inh	PPARg SRC2 recr	G6PDH counter	Diaphorase act	S1P3 antagonist
CCCC(=O)C1=C(O)C(C(=O)OC)C(C)(C)CC1=Nc1cccc2ccccc12 (centres undefined)	1	.	1493	-16	-7	0.9	4	8	12	1	.
CCc1ccc2[nH]c(=O)c(CN(CCN3CCOCC3)C(=O)Nc3ccccc3F)cc2c1	0.9	.	1621	-2	2	1	9	7	6	0.9	-31
CCCc1cc(=O)[nH]c(SCC(=O)N(CC(C)C)C2CCS(=O)(=O)C2)n1 (centres undefined)	1	0.14	1401	-8	1	1.1	15	-7	3	0.8	-27
Cc1cccc(N2CCN(C(=O)Cc3ccc(Br)cc3)CC2)c1C	0.9	-0.7	1405	-8	-5	1	10	2	3	0.9	.
CN(C)S(=O)(=O)c1cccc(NC(=O)/C=C/c2ccccc2[N+](=O)[O-])c1	1	-0.86	1746	-1	-2	0.9	20	5	1	0.8	2
CC(=O)Nc1sc2c(c1C#N)CC(C)(C)NC2(C)C	1	.	1386	-9	2	1	-3	3	3	1	20
CCC(=O)NC(Cc1ccccc1)c1ccc2c(c1)OCCCO2 (centres undefined)	0.6	-0.28	1678	-2	6	0.9	44	13	13	0.6	-5
CCn1c(=O)c(-[n+]2ccccc2)c(O)c2ccccc21	0.5	.	1571	4	5	0.6	53*	7	-14	0.5	-18
O=c1[nH]c2cc3c(cc2cc1CN(CCc1ccccc1)Cc1nnnn1CC1CCCO1)OCO3 (centres undefined)	1	-2.4	1367	1	3	1.2	24	-1	-6	0.8	.
Cc1ccc(-n2c(-c3ccccc3)c[n+]3c2CCC3)cc1	1	0.056	1460	-3	-5	1	79*	1	5	0.2	-10
Cc1ccc(C2CC(c3ccccc3Cl)n3nc(N)nc3N2)cc1 (centres undefined)	0.8	.	1385	2	0	0.8	26	-5	8	0.7	-29
COc1ccccc1NC(=O)Nc1ccnn1Cc1cccs1	1.1	.	1423	8	-1	0.9	1	0	18	1	-30
CCOC(=O)C(CC)/C(C)=N/NC(=O)c1ccccc1[N+](=O)[O-] (centres undefined)	0.9	-0.099	1614	6	-8	0.9	10	-5	2	0.9	.
Cc1oc(-c2ccc(Cl)cc2)nc1CN1CCC(C(=O)N2CCc3ccccc3C2)CC1	1	.	1555	-3	2	1	-3	-10	-4	1	27
Cc1cc(C)c(C(=O)COC(=O)c2cc([N+](=O)[O-])ccc2NCCO)cc1C	0.9	.	1334	2	-3	1	8	-7	-25	0.9	8
CCn1cc(C(=O)N2CCN(Cc3ccc4c(c3)OCO4)CC2)c2cc(OC)c(OC)cc2c1=O	0.9	.	1568	-1	3	0.9	10	0	9	0.9	.
CCN1CCN(C(=O)c2ccc(Cn3c(=O)[nH]c4cc(OC)c(OC)cc4c3=O)cc2)CC1	1	0.21	1337	-3	2	1	6	0	-4	0.9	.
CC(C)[C@@H](C(=O)N1CCN(C(=O)OC(C)(C)C)CC1)n1cc(CCO)nn1	1	.	1806	2	12	1	-13	5	14	1.1	-18
Cc1cccn2c(=O)c3cc(C(N)=S)c(=N)n(CCCOC(C)C)c3nc12	1	-0.51	1704	-11	10	0.9	35	0	7	0.6	.
CC(=O)Nc1ccc(NC(=O)CSc2nccn2Cc2ccccc2)cc1	1	.	1602	-6	-2	1	22	-2	-6	0.8	6
COc1ccccc1C(=O)NC1CCN(C(=S)NCCc2ccccc2)CC1	1	-1.6	1475	-1	-4	1	12	3	8	0.9	16
O=C(NNc1nc2c(F)cc(F)cc2s1)C1=COCCO1	1.1	0.5	1448	2	4	1	6	4	0	0.9	-25
COc1ncnc2c1N[C@@](C)(O)c1c(F)c(F)c(F)c(F)c1S2	1	.	1608	5	1	1.1	-11	7	5	1.1	-3
CSc1ccccc1NC(=O)c1cccs1	0.9	0.53	1535	8	-3	0.9	14	-2	-4	0.9	1
CN1CCN(CCCN(Cc2ccco2)C(=S)Nc2ccc(Cl)cc2)CC1	1	-0.25	1839	-4	5	0.9	-1	-5	11	1	17
O=[N+]([O-])c1ccc2nc(CCCO)[nH]c2c1	0.9	0.11	1222	0	-5	0.9	17	-1	18	0.8	-14
Cc1nc2c(=O)n(C)c(=O)n(C)c2nc1Cl	1.1	.	1638	2	2	1.1	11	6	-3	0.9	3
COC(=O)C(CC(C)C)NC(=O)c1ccc([N+](=O)[O-])c(C)c1 (centres undefined)	0.9	.	1464	-5	-7	1	0	-4	1	1	.
Cc1cccc(Nc2ccc(NCc3ccccc3)nn2)c1	0.9	-0.79	1453	-2	0	0.9	10	2	3	0.9	1
COc1ccc(-c2ccc(/C=N/N3C(=O)C4C5C=CC(C6CC56)C4C3=O)o2)c([N+](=O)[O-])c1 (centres undefined)	0.8	.	1662	5	13	0.6	31	4	-26	0.7	-25
